Screening data (PubChem)
Pol kappa inh: inhibitors of human DNA polymerase kappa | Q9UBT6 | purified Pol kappa, fluorescent DNA synthesis assay, 10 min | Potency, µM (titrated, usually from 107 µM), for inactives: at the highest dose activity, negative = inhibition, actives largely listed as inhibitors | 0.53% of 400,000 active; note: % is set by controls: 0 for no effect and ±100 for the full control effect
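Pol kappa 10 nM + cpd, 15 min RT; start w/ substrate 50 nM final; fluorescence kinetic read, 0 and 10 min. Neg ctrl: buffer, no enzyme.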
Pol iota inh: DNA polymerase iota (human) inhibition | Q9UNA4 | Pol iota fluorescent replication assay, 10 min | Potency, µM (doses to about 115 µM), for inactives: at the top dose activity, negative = inhibition, actives largely listed as inhibitors | 1% of 390,000 active
Target sequence (Q9UNA4 whole entry, looked up): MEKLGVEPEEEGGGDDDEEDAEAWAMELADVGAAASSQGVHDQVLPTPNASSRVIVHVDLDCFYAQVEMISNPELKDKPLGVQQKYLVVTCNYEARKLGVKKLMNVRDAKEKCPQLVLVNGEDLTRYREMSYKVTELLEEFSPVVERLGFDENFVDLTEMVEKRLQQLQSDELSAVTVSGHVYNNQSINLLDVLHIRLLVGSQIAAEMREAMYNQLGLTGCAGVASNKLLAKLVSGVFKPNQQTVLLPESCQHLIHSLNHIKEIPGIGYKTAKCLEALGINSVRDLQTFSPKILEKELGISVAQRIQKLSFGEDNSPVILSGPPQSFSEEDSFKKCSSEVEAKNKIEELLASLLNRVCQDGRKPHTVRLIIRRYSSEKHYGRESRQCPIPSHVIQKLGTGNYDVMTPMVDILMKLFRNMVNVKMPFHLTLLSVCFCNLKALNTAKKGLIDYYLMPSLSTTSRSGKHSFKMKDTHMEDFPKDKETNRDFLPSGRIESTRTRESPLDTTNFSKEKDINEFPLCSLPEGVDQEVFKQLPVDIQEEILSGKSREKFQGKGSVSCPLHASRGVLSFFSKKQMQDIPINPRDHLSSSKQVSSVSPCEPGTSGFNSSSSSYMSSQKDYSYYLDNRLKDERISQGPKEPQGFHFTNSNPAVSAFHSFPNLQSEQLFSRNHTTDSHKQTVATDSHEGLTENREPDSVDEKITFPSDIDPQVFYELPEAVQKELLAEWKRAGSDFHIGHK
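Fluorescent replication assay read twice, at 0 min and 10 min after adding 50 nM (final) substrate. Enzyme (10 nM) and compounds were first incubated 15 min at room temperature; enzyme-free buffer wells were negative controls.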
Starred values were filed as active, the others as inactive; ? = inconclusive; / = not tested or not shown; [ ] = another dose, or the depositor's remark. Calls come from the whole dose curve; as a rule, active = well fitted inhibition curve with a large enough effect; inconclusive = small, poorly fitted or top-dose-only effect, or another doubt; inactive = no such curve, though single readings can be large or run the other way. Potency is the fitted concentration of half-maximal effect.

SMILES | Pol kappa inh | Pol iota inh
CN1CC2(Cc3cc([N+](=O)[O-])ccc31)C(=O)OC(C)(C)OC2=O | -5% | 10%
CC(=O)NC1=C(C#N)CCC1 | 10% | 17%
CC(C)c1ccc(NC(=O)c2cc3c([nH]c2=O)CC(C)(C)CC3=O)cc1 | -2% | -8%
Cc1csc[n+]1CC(=O)c1ccc(I)cc1 | -16% | 0%
O=[N+]([O-])c1ccc(Nc2nc(NCCN3CCOCC3)nc(Nc3ccc(Cl)cc3)n2)cc1 | -32% | 2%
COc1cccc(CN2Cc3cccc4c3[C@H](C=CC4)CC2=O)c1 | -19% | -12%
Cc1cc(N(C)C)cc(C)c1C=O | -2% | 44%[activator]
O=C(C[n+]1ccccc1Br)c1ccc(O)c(O)c1 | 1% | -2%
O=C(COc1ccccc1C(=O)Nc1ccccc1)NC1CCCCC1 | 5% | 8%
C=C1C=C(C(F)F)n2ncc(C(=O)NCc3ccc(OC)cc3)c2N1 | -13% | 13%
COC(=O)[C@@H]1N2C(=O)[C@@H](NC(=O)C(C)Oc3ccccc3)[C@H]2SC1(C)C (some centres undefined) | 0% | 45%[activator]
N#Cc1nc(-c2ccc(OCc3ccc(Cl)cc3)cc2)oc1N1CCCC1 | -5% | 3%
CC(=O)c1cccc(NC(=O)COc2ccccc2C(=O)Nc2ccccc2)c1 | -28% | 44%[activator]
O=C(NCCCc1nc2ccccc2n1CCCCOc1ccccc1)C1CCCCC1 | 5% | 35%[activator]
COc1cccc(NC(=O)COc2ccccc2C(=O)Nc2ccccc2)c1 | -1% | -22%
O=C1C[C@H]2C=CCc3cccc(c32)CN1Cc1ccc(Br)cc1 | -10% | ?
NC(=O)NN=C1c2cc(S(=O)(=O)N3CCOCC3)ccc2-c2ccc(S(=O)(=O)N3CCOCC3)cc21 | 3% | 7%
CCCN1CNc2c(c(=O)[nH]c(=S)n2CCc2ccsc2)C1 | 14% | 15%
COc1cccc(/C=C2/SC(=S)N(CC(=O)Nc3nccs3)C2=O)c1 | -9% | -1%
CC(C)NC(=O)COC(=O)c1ccccc1OCC(=O)Nc1ccc(Br)cc1 | 11% | -23%
Nc1nc(N)c2snnc2n1 | -14% | 10%
Nc1ncnc2c1nc(Sc1ccc(Cl)cc1)n2[C@H]1OC2COP(=O)(O)O[C@H]2[C@@H]1O (some centres undefined) | 4% | 40%[activator]
COc1cc(-c2nn3c(-c4cc(-c5ccccc5)n[nH]4)nnc3s2)cc(OC)c1OC | -16% | 2%
CC1=C(C(=O)OCc2ccccc2)N2C(=O)[C@@H](NC(=O)OCc3ccccc3)[C@H]2SC1 | -14% | -1%
CCCCCCCCCCCCCCCC[n+]1ccc(/C=C/c2c[nH]c3ccccc23)c2ccccc21 | 95%[activator] | /

Later entries
SMILES | Pol kappa inh | Pol iota inh
Brc1cccc[n+]1CCCCCC[n+]1ccccc1Br | 7% | 4%
Cc1ccc(-c2nc(-c3cc4cc(Cl)ccc4oc3=O)sc2C)cc1 | 7% | 20%
COc1ccccc1/C=C/c1cnccn1 | 2% | -4%
COc1ccc2nccc(/C=C/c3ccc(N(C)C)cc3)c2c1 | 1% | 3%
COc1ccc(C2Nc3ccccc3C(=O)N2c2cccc3ccccc23)cc1COc1c(C)cccc1C (centres undefined) | -11% | 11%
CC(=O)N/C(=C/c1ccccc1)c1ccncc1 | 3% | 28%
C[N+](C)(C)c1ccc(/C=C/c2ccnc3ccccc23)cc1 | -41% | 31%
O=S(=O)(Nc1cccc2cccnc12)c1cccs1 | -11% | 29%
COc1cc2c(NC3CCN(C)CC3)nc(N3CCCN(C)CC3)nc2cc1OCC1CCCNC1 (centres undefined) | -17% | -22%
CNc1c(Cl)cc(C=O)cc1Cl | -18% | -5%
CNc1ccc(/C=C/c2ccnc3ccccc23)cc1 | 6% | 22%
N#Cc1nc(-c2ccc(OCc3ccc(Cl)cc3)cc2)oc1N1CCCCC1 | ? | 25%
COc1cc2nc(N3CCN(C)CC3)nc(NC3CCN(C)CC3)c2cc1OC | -11% | -14%
COC(=O)/C=C/c1ccc2c(c1)S(=O)(=O)N(C1CCCC1)[C@H]2CC(=O)OC | 3% | 29%
Cc1ccc(Nc2ncnc3nc[nH]c23)cc1 | 2% | -1%
C(=C\c1ccc2ccccc2n1)/c1ccc2ccccc2n1 | -4% | ?
Nc1cnccn1 | ? | 9%
CCCCCCC[n+]1ccc(C)c2ccccc21 | -5% | 22%
COc1cc(OC)c(/C=C/c2ccc3ccccc3[n+]2C)c(OC)c1 | -33% | ?
CN(C)c1ccc(/C=C2\C(=O)/C(=C/c3ccc(N(C)C)cc3)c3ccccc32)cc1 | -9% | 30%
OCC[N+]1(CCc2ccccc2)CCOCC1 | 5% | 1%
O=[N+]([O-])c1ccc2c(c1)C=C/C2=C\c1ccccc1 | -3% | 12%
COc1ccc(N=c2nc(-c3ccccc3)n(-c3ccc(C)cc3)s2)cc1 | -10% | 12%
CNc1c(Br)cc(C=O)cc1Br | -7% | 4%
c1ccc2cnccc2c1 | -5% | 22%

Next records
SMILES | Pol kappa inh | Pol iota inh
O=C(Nc1ccccc1)c1nc(S(=O)(=O)Cc2ccccc2F)ncc1Cl | -6% | -8%
C(=C\c1cccs1)/c1ccccn1 | -19% | 6%
CN(C)c1ccc(/C=C/c2ccnc3ccccc23)cc1C=O | 4% | 82%[activator]
CCCCCCCCCC[n+]1cccc(Br)c1 | 13% | 0%
CCCN1CNc2c(c(=O)[nH]c(=S)n2CCc2ccccc2OC)C1 | 5% | 9%
Cc1nc2ccc(C(=O)OC(C)C(=O)c3c(C)[nH]c4ccccc34)cc2nc1C (centres undefined) | -14% | 13%
CCc1ccc2[nH]c(=O)c(CN(Cc3ccccc3)Cc3nnnn3C(C)(C)C)cc2c1 | 4% | 24%
Cc1ccccc1NC(=O)COc1ccccc1C(=O)Nc1ccccc1 | -7% | -25%
C=C1C=C(C)n2ncc(C(=O)Nc3cccc(C(=O)Nc4cccc(C(F)(F)F)c4)c3)c2N1 | -10% | 7%
C=Nc1ccc(/C=C/c2ccnc3ccccc23)cc1 | -19% | 30%[activator]
COc1cc(C)c2ccccc2n1 | 15% | 12%
Cc1ccc2c(C(=O)CNc3nccs3)c(C)[nH]c2c1 | 5% | ?
C(=C\c1c[nH]c2ccccc12)/c1ccc2ccccc2n1 | -16% | 10%
C=CCn1c(SCCC)nc2ccccc2c1=O | -5% | 6%
CN(C)c1ccc(C=O)c(Cl)c1 | -10% | 8%
COc1ccc(/C=C/c2cnccn2)cc1OC | -25% | 8%
COc1ccc(S(=O)(=O)N2CCN(c3nc(-c4ccccc4)nc4ccccc34)CC2)cc1 | -4% | 0%
C=C1NN(Cc2ccc(OC)cc2)C(=O)N1c1ccccc1 | -15% | 33%[activator]
Nc1ccc(/C=C/c2nccc3ccccc23)cc1 | -15% | ?
CCCCCCCCCCCCCCCC(C)C1=NCCN1 (centres undefined) | -2% | 1%
C[n+]1ccc(/C=C/c2ccc3c(c2)OCO3)c2ccccc21 | -10% | 69%[activator]
CN(C)c1ccc(/C=C/c2sc3ccccc3[n+]2C)cc1 | ? | 79µM*
C[n+]1cccc(Br)c1 | 8% | 20%
COc1cccc(/C=C/c2nc3ccccc3nc2/C=C/c2cccc(OC)c2OC)c1OC | -11% | 27%
CCCN1CCC(=O)N(CCC#N)CC1 | -4% | 13%

(list continues)
SMILES | Pol kappa inh | Pol iota inh
Cc1ccc(S(=O)(=O)N2CCN(c3nc(-n4ccnc4)nc4ccccc34)CC2)cc1 | -6% | ?
NCCCN(Cc1ccc(Cl)c(Cl)c1)c1ccccn1 | -1% | 23%
C(=C\c1c[nH]c2ccccc12)/c1nccc2ccccc12 | -25% | 37%[activator]
C(=C\c1ccnc2ccccc12)/c1ccnc2ccccc12 | 5% | 2%
O=C1C2C3CCCC3=C3CCCC3C2C(=O)N1c1ccccc1Cl (centres undefined) | ? | -29%
CC[N+](C)(C)c1ccc(/C=C/c2ccnc3ccccc23)cc1 | ? | 79µM*
N#Cc1nc(-c2ccccc2)cc(-c2ccccc2)n1 | -9% | -10%
COc1cc2nc(NC3CCN(C)CC3)nc(NC3CCN(C)CC3)c2cc1OC | 11% | 5%
O=S(=O)(c1ccc2c(c1)CCCC2)N1CCN(c2nc(-c3cccs3)nc3ccccc23)CC1 | -8% | 6%
Nc1nc2c(nc(N3CCOCC3)n2COCCO)c(=O)[nH]1 | -1% | 19%
CC(=O)Nc1ccc(/C=C/c2ccnc3ccccc23)cc1 | 1% | 20%
CCCN1CNc2c(c(=O)[nH]c(=S)n2CCc2ccc(OC)cc2OC)C1 | 1% | 22%
Clc1nc(NCc2ccco2)c2[nH]cnc2n1 | -24% | 15%
C(=C\c1cnc2ccccc2n1)/c1ccc2c(c1)OCO2 | 6% | 20%
CCN(CC)c1ccc(-c2nnc(SCC(=O)NCc3ccco3)n2CC)cc1 | -3% | -22%
Fc1ccc(/C=C/c2nccc3ccccc23)cc1 | -37% | -5%
O=S(=O)(Nc1cccc2cccnc12)c1cccc2ccccc12 | -2% | 9%
O=C(C[n+]1cccc2cc(Cl)ccc21)c1ccc(Br)cc1 | -13% | 40%[activator]
CNc1nc(-c2ccccc2)c(-c2ccccc2)s1 | 2% | -6%
Cc1cc(N(C)C)cc(C)c1/C=C/c1ccnc2ccccc12 | 0% | 15%
CNc1nc(NCc2ccco2)c2ccccc2n1 | 4% | 12%
CC(=O)Nc1ccc(/C=C/c2ccccn2)cc1 | -3% | 15%
CCCCOc1ccc(C(=O)NO)cc1 | 2% | 20%
COc1ccc(Cn2nnnc2C(c2ccccn2)N2CCN(c3ccc(O)cc3)CC2)cc1 (centres undefined) | -23% | ?
COc1ccc(C(=O)Nc2ncnc3nc[nH]c23)cc1 | -11% | -1%
COc1ccc(/C=C/c2ccnc3ccccc23)cc1 | -5% | -10%

In the list so far, these contain a carbonyl joined to an NH by a bond outside any ring.
SMILES | Pol kappa inh | Pol iota inh
CC(=O)NC1=C(C#N)CCC1 | 10% | 17%
CC(C)c1ccc(NC(=O)c2cc3c([nH]c2=O)CC(C)(C)CC3=O)cc1 | -2% | -8%
O=C(COc1ccccc1C(=O)Nc1ccccc1)NC1CCCCC1 | 5% | 8%
C=C1C=C(C(F)F)n2ncc(C(=O)NCc3ccc(OC)cc3)c2N1 | -13% | 13%
COC(=O)[C@@H]1N2C(=O)[C@@H](NC(=O)C(C)Oc3ccccc3)[C@H]2SC1(C)C (some centres undefined) | 0% | 45%[activator]
CC(=O)c1cccc(NC(=O)COc2ccccc2C(=O)Nc2ccccc2)c1 | -28% | 44%[activator]
O=C(NCCCc1nc2ccccc2n1CCCCOc1ccccc1)C1CCCCC1 | 5% | 35%[activator]
COc1cccc(NC(=O)COc2ccccc2C(=O)Nc2ccccc2)c1 | -1% | -22%
NC(=O)NN=C1c2cc(S(=O)(=O)N3CCOCC3)ccc2-c2ccc(S(=O)(=O)N3CCOCC3)cc21 | 3% | 7%
COc1cccc(/C=C2/SC(=S)N(CC(=O)Nc3nccs3)C2=O)c1 | -9% | -1%
CC(C)NC(=O)COC(=O)c1ccccc1OCC(=O)Nc1ccc(Br)cc1 | 11% | -23%
CC1=C(C(=O)OCc2ccccc2)N2C(=O)[C@@H](NC(=O)OCc3ccccc3)[C@H]2SC1 | -14% | -1%
CC(=O)N/C(=C/c1ccccc1)c1ccncc1 | 3% | 28%
O=C(Nc1ccccc1)c1nc(S(=O)(=O)Cc2ccccc2F)ncc1Cl | -6% | -8%
Cc1ccccc1NC(=O)COc1ccccc1C(=O)Nc1ccccc1 | -7% | -25%
C=C1C=C(C)n2ncc(C(=O)Nc3cccc(C(=O)Nc4cccc(C(F)(F)F)c4)c3)c2N1 | -10% | 7%
CC(=O)Nc1ccc(/C=C/c2ccnc3ccccc23)cc1 | 1% | 20%
CCN(CC)c1ccc(-c2nnc(SCC(=O)NCc3ccco3)n2CC)cc1 | -3% | -22%
CC(=O)Nc1ccc(/C=C/c2ccccn2)cc1 | -3% | 15%
CCCCOc1ccc(C(=O)NO)cc1 | 2% | 20%
COc1ccc(C(=O)Nc2ncnc3nc[nH]c23)cc1 | -11% | -1%

Some of the compounds tested (hit frequency here may not be typical).
